# MRP1 act = activators of MRP-1 | H69AR cells + doxorubicin, viability rescue, CellTiter-Glo | viability increase, % at 10 µM | actives 0.61% (n = 140,000);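 active = viability gain under doxorubicin at or above a set limit, the compound median plus 3 SD, cut at about 4.7% in these data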;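 note: MRP-1 overexpressing cells given doxorubicin 25 µM after compound pretreatment; 18-22 h compound pretreatment then 72 h with doxorubicin before readout; 0% = doxorubicin-only wells and 100% = vehicle-treated cells without doxorubicin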
# Yeast lifespan up = extends the lifespan of yeast; S. cerevisiae growth with nicotinamide, OD615; deaD strain in restrictive glucose medium; inhibition of the nicotinamide effect, % at 10 µM; actives 0.68% (n = 130,000);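 active = inhibition above a set limit, placed 3 SD over the median of all compounds, cut at about 26% in these data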;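 note: 0% = nicotinamide-treated wells and 100% = cells grown without nicotinamide; some compounds called inactive have numbers as strong as hits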
#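 Buffer or medium: CSMM-D glucose medium, restrictive; test system: modified budding yeast, DeaD strain; compound: single dose 10 µM compound, 0.25% DMSO; schedule: culture preincubation 4 h, compound exposure 48 h, both 30 °C; detection: optical density (absorbance) at 615 nm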
# GALR2 blocker = blocks the human galanin receptor 2; GALR2-expressing cells, antagonist mode; inhibition, % at 4 µM; actives 0.39% (n = 140,000); AID 828; in the data active = inhibition above about 27%;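 note: cells stimulated with galanin 1-16 at roughly its EC80; 0% = agonist challenge control and 100% = basal control without agonist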
# Target sequence (O43603 whole entry, looked up): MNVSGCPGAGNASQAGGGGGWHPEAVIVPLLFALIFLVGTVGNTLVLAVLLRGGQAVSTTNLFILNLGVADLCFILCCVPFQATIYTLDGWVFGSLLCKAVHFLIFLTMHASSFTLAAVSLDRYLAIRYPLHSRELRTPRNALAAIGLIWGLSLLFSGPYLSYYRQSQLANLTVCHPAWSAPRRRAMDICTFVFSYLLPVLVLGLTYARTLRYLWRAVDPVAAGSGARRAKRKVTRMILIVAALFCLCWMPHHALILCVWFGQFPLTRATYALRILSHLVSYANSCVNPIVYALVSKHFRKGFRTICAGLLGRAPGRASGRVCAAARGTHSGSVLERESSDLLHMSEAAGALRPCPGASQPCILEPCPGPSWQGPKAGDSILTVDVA
# E-sel TNF inh = blocks E-selectin expression induced by TNF alpha; actives 0.71% (n = 120,000); HUVEC TNFa-induced E-selectin immunofluorescence, high content; inhibition, % at 2 µM;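 active = inhibition above the batch mean plus 3 SD, and confirmed as a hit on visual image review, cut at about 43% in these data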;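 note: 0% = TNF-stimulated DMSO wells and 100% = unstimulated control wells; not every result past the cut was called active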
# PTEN del growth = PTEN-deleted cell growth suppression; HCT116 PTEN-null viability, CellTiter-Glo, 60 h; stronger effect = lower value; viability, % at 10 µM; actives 1.2% (n = 140,000);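 active = viability at or below a set limit, 4 SD under the median of all tested compounds, cut at about 3.7% in these data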;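 note: PTEN knockout HCT116 line with beta catenin targeted HCT116 as companion control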
# Measles CPE = protection of cells from measles virus; Measles virus-infected cells, CPE protection, absorbance; protection (pct of control), % at 4 µM; AID 841; actives 1.5% (n = 140,000); in the data active = protection mostly above about 24%, no sharp cut-off; inactive = mostly below about 26%; note: some compounds called inactive have numbers as strong as hits
# NPY Y2 blocker = NPY-Y2 (human) receptor antagonism; P49146; NPY-Y2 expressing cells, antagonist mode; inhibition, % at 2.7 µM; actives 0.99% (n = 140,000); in the data active = inhibition above about 17%;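 note: 0% = vehicle with agonist challenge and 100% = reference antagonist with challenge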
# Target sequence (P49146 whole entry, looked up): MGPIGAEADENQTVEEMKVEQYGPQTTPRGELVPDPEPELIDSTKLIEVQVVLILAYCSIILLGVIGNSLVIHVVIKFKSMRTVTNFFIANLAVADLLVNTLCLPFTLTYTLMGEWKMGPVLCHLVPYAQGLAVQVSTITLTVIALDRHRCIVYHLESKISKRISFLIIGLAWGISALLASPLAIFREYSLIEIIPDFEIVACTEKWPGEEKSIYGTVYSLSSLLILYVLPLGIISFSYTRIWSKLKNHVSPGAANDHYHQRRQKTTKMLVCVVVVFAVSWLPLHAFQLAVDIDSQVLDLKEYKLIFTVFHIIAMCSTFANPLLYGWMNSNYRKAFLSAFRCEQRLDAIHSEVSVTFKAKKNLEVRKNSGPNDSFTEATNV
# BB579 growth dn = chemicals that inhibit yeast BB579 growth in restrictive medium (lifespan-shortening candidates); S. cerevisiae BB579 growth, OD615, 48 h; inhibition, % at 10 µM; actives 0.51% (n = 140,000); AID 804;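 active = inhibition above a set limit, 3 SD over the mean compound inhibition, cut at about 44% in these data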; note: inactives centre near -24
#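 Test system: DeaD yeast strain BB579 / Buffer or medium: restrictive glucose-based CSMM-D medium / Doses: single 10 µM dose / Schedule: 4 h cell preincubation, 48 h compound exposure, 30 °C humidified / Technique: culture absorbance at 615 nm / Controls: amphotericin B positive control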
# Phagocytosis inh = inhibitors of macrophage phagocytosis; AID 1029; J774A.1 macrophage IgG-bead phagocytosis, imaging; actives 0.07% (n = 110,000); inhibition, % at 5 µM;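 active = inhibition above the mean of the plate negative controls plus 5 SD, cut at about 13% in these data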;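 note: phagocytic index as fraction of beads internalized from green versus red external bead signal; plate controls were DMSO negative control for no effect and cytochalasin-D positive control for full effect; some results beyond the cut were filed as inactive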
# bCat KO growth = beta-catenin-lacking colon tumor cell growth suppression. HCT116 beta-catenin knockout viability, CellTiter-Glo, 60 h; stronger effect = lower value. viability, % at 10 µM. actives 1.5% (n = 140,000). AID 818;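 active = viability at or under a set limit, the compound median less 4 SD, cut at about 6% in these data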;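 note: 0% = Hyamine 1622 control at 20 µM and 100% = untreated cell control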
# Active calls of the source: *; · = not tested or not shown; & = joins results of further samples.
molecule	MRP1 act	Yeast lifespan up	GALR2 blocker	E-sel TNF inh	PTEN del growth	Measles CPE	NPY Y2 blocker	BB579 growth dn	Phagocytosis inh	bCat KO growth
COc1ccc(Cn2nnnc2C(c2ccc(F)cc2)N2CCN(C3CCCC3)CC2)cc1 (centres undefined)	-3.7	-6	-14	·	79	1	10	7	0	68
O=C(C1=NN[C@@H]2C(=O)N(c3cccc(F)c3)C(=O)[C@H]12)c1ccc2ccccc2n1	3.3	-7	10	·	70	8	5	0	-9	102
Cn1c(C(=O)NCCCN2CCN(c3cccc(Cl)c3)CC2)cc2c(=O)n(C)c3ccccc3c21	-6.4	-11	13	-10	40	5	13	4	0	33
Cc1cc(C)c2[nH]c(=O)c(CN(Cc3ccco3)C(=O)c3cccs3)cc2c1	-4.4	-2	0	-15	95	5	0	-37	·	89
COC(=O)[C@@H]1CC[C@H](C)[C@@H](c2ccc(C)cc2)N1C(=O)c1ccc(/C=N/OC[C@@H](O)[C@H]2O[C@@H]3OC(C)(C)O[C@@H]3[C@H]2O)cc1	-2.4	-5	-3	·	84	7	0	-10	·	81
CCc1ccc(C2C(C#N)=C(N)SC(N)=C2C#N)s1	2.9	-14	18	-63	84	4	2	-24	1	100
O=C(COC(=O)Cc1ccc(Cl)cc1Cl)Nc1ccc(OC(F)F)cc1	-2.2	-7	-4	1	95	4	8	-8	3	101
COc1ccc(C(=O)NCCCc2nc3ccccc3n2Cc2ccccc2C)cc1OC	-2.1	0	-7	5	80	33	2	6	·	92
COc1ccccc1NC(=O)C1=C(C)Nc2ncnn2C1c1cccs1 (centres undefined)	-0.9	-9	10	·	91	7	5	18	-2	109
COc1ccc(NC(=O)CN2CCc3ccccc3C2)cc1S(=O)(=O)N1CCOCC1	-3.1	4	5	-2	95	23	1	-41	-4	93
Fc1ccc(N2CCN(c3ncnc4nc[nH]c34)CC2)cc1	-0.7	-5	-3	·	95	24	1	-42	-1	98
CC/C(C)=N/Nc1nc2sc3c(c2c(=O)[nH]1)CC(C)(C)OC3	0.6	-8	-18	-42	99	2	7	-30	2	100
CC1CN(S(=O)(=O)c2ccc(C(=O)NN3CCN(C)CC3)cc2)CC(C)O1 (centres undefined)	-1.5	11	5	·	102	20	1	-38	-10	93
CC(NC(=O)Nc1ccc(F)cc1F)c1ccncc1 (centres undefined)	-2.8	-25	-3	·	92	19	4	6	3	95
Cc1cc(OC(C)C)nc(NCc2ccccc2)n1	-4.3	-27	-6	9	45	7	8	7	·	40
CC(C)[C@H](NC(=O)OCc1ccccc1)C(=O)OCC(=O)NC1CCCCC1	-2.9	-3	-1	20	97	3	3	-40	0	94
Cc1cccc(NC(=O)CS(=O)(=O)c2cn(C)c3ccccc23)c1	-2.6	-6	21	-30	93	5	1	-16	-1	93
CS(=O)(=O)N(CC(=O)N1CCN(Cc2ccccc2)CC1)C1CCCCC1	-2.7	-27	3	10	90	6	0	20	-1	84
CN1/C(=C\C(=O)Nc2cccc(Cl)c2)C(C)(C)c2ccccc21	1.3	-6	7	·	78	15	-1	-24	-4	80
CCCc1sc(N/N=C/c2ccccn2)nc1-c1ccc(Br)cc1	-6.7	·	7	-8	11	4	3	-47	·	7
Nc1cc(-c2cccc([N+](=O)[O-])c2)[nH]n1	-0.4	-5	9	6	93	35	1	-25	-18	95
COc1ccc(C(=O)/C=C/c2cn(CN3CCN(C)CC3)c3ccccc23)cc1	-5.0	-33	9	4	33	4	2	-51	-1	14
Cc1ccccc1NC(=S)NCc1cccs1	-1.2	-3	10	3	101	2	5	-44	-1	88
CCOc1ccc(NC(=O)CN(C)CC(=O)Nc2ccccc2SC)cc1OCC	-2.9	-8	-41	·	74	8	2	-10	-7	90
O=C(Cc1nn[nH]n1)NCCC1=CCCCC1	-0.9	-11	6	24	89	4	5	14	3	89
CC(c1ccco1)N(C(=O)COc1ccc(Cl)cc1)c1ccccn1 (centres undefined)	-1.3	-15	4	25	89	10	2	-14	-1	91
O=C(NC1CC2CCC(C1)N2Cc1ccco1)c1ccccc1 (centres undefined)	-2.5	·	2	-7	94	6	0	-17	·	94
CC(=O)CSc1ccc(C(=O)O)cn1	2.4	3	-4	·	98	10	1	-24	-2	85
CCOC(=O)N1CCN(c2ncnc3nc[nH]c23)CC1	-0.6	-13	3	-11	117	26	0	-45	0	115
Cc1ccc(-n2nc(C(=O)N/N=C/c3cccc(C(F)(F)F)c3)c3ccccc3c2=O)cc1C	-2.1	-3	5	-2	78	11	1	-55	0	63
O=c1c2ccccc2ncn1CCCSc1ccc(Cl)cc1	0.1	-15	2	-59	95	3	6	-55	0	90
O=C(Cc1ccccc1)Nn1cnc2ccccc21	0.1	-2	6	-28	103	·	25*	-44	·	101
Cc1cc(C)nc(-n2nc(C)cc2NC(=O)CNC2CCCCC2)n1	-4.6	-1	-7	-12	91	6	6	-25	-2	95
CC(C)NS(=O)(=O)c1ccc(OCC(=O)N2CCCC2)cc1	-0.4	·	-4	11	105	3	2	-26	·	100
O=C(Cn1nnc2ccccc21)C1CC1	-0.3	-5	-8	-1	89	6	-2	-37	1	95
Cc1ccc(NC2=NC(c3ccc(O)cc3)n3c(nc(C)cc3=O)N2)cc1 (centres undefined)	0.0	0	0	-1	103	24	2	-57	-1	95
CSc1ccc(CNc2cccc3ccccc23)cc1	-1.2	-16	3	7	64	24	4	-5	-2	70
CC(C)OCCCn1c(=NC(=O)c2ccncc2)c(C#N)cc2c(=O)n3ccccc3nc21	-0.4	-13	-23	·	97	5	2	17	0	101
Cc1nn(S(=O)(=O)c2cccs2)c(C)c1Sc1ccc([N+](=O)[O-])cc1	-2.3	-19	8	-76	53	6	5	-52	-3	35
CC(=O)Nc1ccc(S(=O)(=O)N(C)CC(=O)OCC(=O)NC(C)C23CC4CC(CC(C4)C2)C3)cc1 (centres undefined)	-0.1	0	1	·	89	18	4	1	-3	87
COc1cc(OC)c(-c2nc3c[n+](CC(=O)c4ccccc4)ccc3n2C)cc1OC	-0.8	-1	5	0	109	38*	2	-5	-1	99
O=C(CN1c2cccc3cccc(c23)S1(=O)=O)Nc1ccc(S(=O)(=O)N2CCOCC2)cc1	1.1	1	-6	·	89	4	-2	-20	·	85
Cc1nc2oc3ccccc3c(=O)c2c(=O)n1Cc1ccccc1	-1.2	2	-19	·	105	25	0	-29	-3	98
CCOC(CNC(=O)c1ccc2c(c1)nc(C)n2-c1cccc(F)c1)OCC	1.1	·	-1	-67	98	15	2	-12	·	86
CCOC(=O)c1c(Cc2ccc(Cl)cc2)c[nH]c1C	0.5	-1	3	·	79	4	4	-24	-12	77
O=C(O)c1cnn2c(C(F)(F)F)cc(-c3ccco3)nc12	-0.6	-10	-3	6	111	5	3	-9	-1	99
CN(C1CCCCC1)S(=O)(=O)c1ccc2c(c1)c(=O)c(C(=O)NCCCN1CCCC1)cn2C	-2.5	-7	-7	·	86	15	0	-30	0	76
CCCN(CCC)CC(O)COc1ccc([N+](=O)[O-])cc1 (centres undefined)	-0.7	-1	-3	29	97	·	1	-2	-3	110
COc1cc(C2Nc3cccc4cccc(c34)N2)cc(OC)c1OC(C)=O	-1.3	-3	14	24	89	8	10	13	-2	98
CC(C)CCNC(=O)COC(=O)c1ccc(Br)o1	-1.9	-13	0	-25	89	4	0	-9	0	86
Cc1cc(NC(=O)Cn2c(=O)c3c(ncn3CCC(C)C)n(Cc3ccccc3)c2=O)no1	-1.4	-24	-8	-15&-25	74	4	0	-25	·	75
CC1CC(C)CN(C(=O)C(NS(=O)(=O)c2ccc3c(c2)oc(=O)n3C)C(C)C)C1 (centres undefined)	-1.2	14	9	·	88	12	-2	-27	0	85
Cc1nc(SCC(=O)NCc2ccc3c(c2)OCO3)c(C#N)c2c1CCCC2	0.3	-19	-8	2	82	·	13	-24	0	90
c1cc(C2CCCCC2)ccc1Oc1nc(N2CCOCC2)nc(N2CCOCC2)n1	-2.2	-24	2	·	101	6	4	19	·	82
OC(c1cccs1)c1nccc2ccccc12 (centres undefined)	0.3	-7	2	12	86	26	0	18	-1	92
O=c1c(Cl)c(N2CCN(c3ccccc3)CC2)cnn1C12CC3CC(CC(C3)C1)C2	-2.3	9	-26	-16	95	6	1	-73	-7	84
Cc1ccc2cc3c(N)c(C(=O)N4CC(=O)Nc5ccccc54)sc3nc2c1	-4.6	-11	1	9	15	3	2	-46	·	20
COc1cccc(CNc2ccc(S(N)(=O)=O)cc2)c1OCc1ccccc1F	-0.3	-3	9	-24	90	3	0	-10	-3	87

# A second format for some results above.
# Each structure is followed by: MRP1 act, Yeast lifespan up, GALR2 blocker, E-sel TNF inh, PTEN del growth, Measles CPE, NPY Y2 blocker, BB579 growth dn, Phagocytosis inh, bCat KO growth
- COc1cc(C2Nc3cccc4cccc(c34)N2)cc(OC)c1OC(C)=O
  -1.3, -3, 14, 24, 89, 8, 10, 13, -2, 98
- CC(C)CCNC(=O)COC(=O)c1ccc(Br)o1
  -1.9, -13, 0, -25, 89, 4, 0, -9, 0, 86
- Cc1cc(NC(=O)Cn2c(=O)c3c(ncn3CCC(C)C)n(Cc3ccccc3)c2=O)no1
  -1.4, -24, -8, -15&-25, 74, 4, 0, -25, ·, 75
- CC1CC(C)CN(C(=O)C(NS(=O)(=O)c2ccc3c(c2)oc(=O)n3C)C(C)C)C1 (centres undefined)
  -1.2, 14, 9, ·, 88, 12, -2, -27, 0, 85
- Cc1nc(SCC(=O)NCc2ccc3c(c2)OCO3)c(C#N)c2c1CCCC2
  0.3, -19, -8, 2, 82, ·, 13, -24, 0, 90
- c1cc(C2CCCCC2)ccc1Oc1nc(N2CCOCC2)nc(N2CCOCC2)n1
  -2.2, -24, 2, ·, 101, 6, 4, 19, ·, 82
- OC(c1cccs1)c1nccc2ccccc12 (centres undefined)
  0.3, -7, 2, 12, 86, 26, 0, 18, -1, 92
- O=c1c(Cl)c(N2CCN(c3ccccc3)CC2)cnn1C12CC3CC(CC(C3)C1)C2
  -2.3, 9, -26, -16, 95, 6, 1, -73, -7, 84
- Cc1ccc2cc3c(N)c(C(=O)N4CC(=O)Nc5ccccc54)sc3nc2c1
  -4.6, -11, 1, 9, 15, 3, 2, -46, ·, 20
- COc1cccc(CNc2ccc(S(N)(=O)=O)cc2)c1OCc1ccccc1F
  -0.3, -3, 9, -24, 90, 3, 0, -10, -3, 87

# Source: PubChem BioAssay (several laboratories)
